Tau FP inhib: inhibitors of human tau fibril formation | P10636 | K18 P301L tau heparin fibrillization, Alexa594 FP, 6 h | Potency, µM (series often up to 57.7 µM), without a hit: at the highest dose activity, negative = inhibition, usual class: inhibitors | 280,000 compounds, 0.39% hits; further: on the % scale 0 is the no-effect control and ±100 the full control effect; nearly all actives have a fitted effect of over 55% in size
Target sequence (P10636 561-689 P618L limits assumed): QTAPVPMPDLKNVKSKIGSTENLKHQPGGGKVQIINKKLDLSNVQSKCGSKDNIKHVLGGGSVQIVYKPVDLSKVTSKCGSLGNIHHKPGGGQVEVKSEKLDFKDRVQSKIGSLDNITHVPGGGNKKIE
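Human tau K18 […] P301L fragment, 15 uM unlabeled plus 0.24 uM Alexa 594-labeled tau (final), with compound and 20 uM heparin in 100 mM sodium acetate pH 7; 6 hr at 37 C, then Alexa 594 FP read.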
Tau fluor cs: counter-screen for tau fibril formation inhibitors | tau K18 P301L Alexa594 fluorescence, heparin fibrillization | Potency, µM (series often up to 57.7 µM), for inactives: top-dose activity change, negative = decrease | 280,000 compounds, 0.93% hits | AID 1463; further: on the % scale 0 is the no-effect control and ±100 the full control effect; nearly all actives have a fitted effect of over 55% in size
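Human tau K18 P301L (15 uM unlabeled, 0.24 uM Alexa 594-labeled) in 100 mM sodium acetate pH 7 with 20 uM heparin, 6 hr at 37 C. ThT 30 uM added, 1 hr ambient; Alexa 594 FP and total fluorescence read at 555/632 nm.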
HttQ103 aggreg: reduces HttQ103-GFP aggregates in PC12 cells; PC12 HttQ103-GFP aggregates, Acumen cytometry, 40 h; AID 1688; Potency, µM (highest dose often 46.1 µM), without a hit: at the top dose activity change, negative = inhibition, actives largely listed as inhibitors; 220,000 compounds, 1.1% hits; further: on the % scale 0 is the no-effect control and ±100 the full control effect; nearly all actives have a fitted effect of over 60% in size
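PC12 cells stably carrying ecdysone-inducible HTT exon 1 Q103–GFP were induced with tebufenozide (100 nM final) and treated with library compounds in titration. GFP aggregates in lysates were counted by laser scanning cytometry.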
HTT cytoprotect: cytoprotection in Huntington HTT-Q103 PC12 cell model; PC12 HTT-Q103 induced, cytoprotection, ATP luminescence, 40 h; Potency, µM (top dose mostly 56.4 µM), for the others: cytoprotection (ATP increase), actives largely listed as activators; 230,000 compounds, 0.14% hits; AID 1471;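 further: % of control where 0% means no effect; nearly all actives have a fitted effect of over 45% in size; toxic huntingtin expression switched on by the ecdysone agonist tebufenozide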
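Compounds were screened for protection of PC12 cells against cell death after tebufenozide induction (100 nM final) of mutant Huntingtin exon 1 (Q103) fused to GFP.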
ALDH1A1 inh: ALDH1A1 (human) enzyme inhibition. P00352. Purified ALDH1A1, NADH fluorescence, propionaldehyde substrate. Potency, µM (highest dose often 75.3 µM), inactives show at the top dose activity, negative = inhibition, most hits filed as inhibitors. 220,000 compounds, 7.3% hits. AID 1030; active means well fitted inhibition curve with a large enough effect, not every such curve was filed as active; inconclusive means small, poorly fitted or top-dose-only effect, or another doubt; inactive means no such curve, though single readings can be large or run the other way;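 further: plate controls were no enzyme wells and a reference inhibitor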
Target sequence (P00352 whole entry, looked up): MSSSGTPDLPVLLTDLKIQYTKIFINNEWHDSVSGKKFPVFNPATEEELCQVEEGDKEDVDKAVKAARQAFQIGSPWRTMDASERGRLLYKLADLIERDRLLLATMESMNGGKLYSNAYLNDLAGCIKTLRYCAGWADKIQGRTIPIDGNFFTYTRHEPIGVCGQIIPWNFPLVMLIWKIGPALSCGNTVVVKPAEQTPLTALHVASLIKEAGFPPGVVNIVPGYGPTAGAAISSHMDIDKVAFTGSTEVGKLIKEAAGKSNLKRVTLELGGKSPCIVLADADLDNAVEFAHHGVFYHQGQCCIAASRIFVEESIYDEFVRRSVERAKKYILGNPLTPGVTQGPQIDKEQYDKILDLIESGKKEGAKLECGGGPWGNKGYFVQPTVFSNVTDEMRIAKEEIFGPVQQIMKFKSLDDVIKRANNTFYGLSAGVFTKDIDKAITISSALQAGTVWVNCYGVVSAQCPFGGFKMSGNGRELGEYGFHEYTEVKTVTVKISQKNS
SMN2 splice enh: increases expression of the SMN2 splice variant. HEK293 SMN2-luciferase splicing reporter, luminescence, 30-36 h. Potency, µM (series often up to 46.1 µM), without a hit: top-dose activity change, positive = activation, usual class: activators. 210,000 compounds, 2.8% hits; further: % of control where 0% means no effect; nearly all actives have a fitted effect of over 55% in size
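HEK293 cells carry an SMN2 […]–luciferase reporter in which exon 7 inclusion puts luciferase in frame. Cells were plated 10-12 h before compound addition, then incubated 30-36 h at 37C. ONE-Glo luminescence was read; sodium butyrate at 4.5 mM final served as control.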
Tau fibril ThT: inhibitors of human tau fibril formation, thioflavin T binding; recombinant tau K18 P301L, heparin-induced fibrillization, ThT fluorescence; Potency, µM (top dose mostly 57.4 µM), for the others: top-dose activity, negative = inhibition, actives largely listed as inhibitors; 270,000 compounds, 2.1% hits; AID 1460; further: on the % scale 0 is the no-effect control and ±100 the full control effect; nearly all actives have a fitted effect of over 55% in size
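ThT emission at 510 nm, taken 1 hr after adding 30 uM dye, quantifies aggregates formed when 20 uM heparin acts on human tau K18 P301L for 6 hr at 37 C.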
JMJD2E inh: JMJD2E (human) inhibition | B2RXH2 | JMJD2E catalytic domain, FDH-coupled NADH fluorescence (FDH is formaldehyde dehydrogenase) | Potency, µM (series often up to 57.1 µM), for the others: at the highest dose activity change, negative = inhibition, most hits filed as inhibitors | 230,000 compounds, 1.6% hits; active means well fitted inhibition curve with a large enough effect, not every such curve was filed as active; inconclusive means small, poorly fitted or top-dose-only effect, or another doubt; inactive means no such curve, though single readings can be large or run the other way;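 further: 0% = wells with enzyme and -100% = buffer wells without enzyme; nearly all actives have a fitted effect of over 50% in size; many of its hits are not listed in these tables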
Target sequence (B2RXH2 1-337 limits assumed): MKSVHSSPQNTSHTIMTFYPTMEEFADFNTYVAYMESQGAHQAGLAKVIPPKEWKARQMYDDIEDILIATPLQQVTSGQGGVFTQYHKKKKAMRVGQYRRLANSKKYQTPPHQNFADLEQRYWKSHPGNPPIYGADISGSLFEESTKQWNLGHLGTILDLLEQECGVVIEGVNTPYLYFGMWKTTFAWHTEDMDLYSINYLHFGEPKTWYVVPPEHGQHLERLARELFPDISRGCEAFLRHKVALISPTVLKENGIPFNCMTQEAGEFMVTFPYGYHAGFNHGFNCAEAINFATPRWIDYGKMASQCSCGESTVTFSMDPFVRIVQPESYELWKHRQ
Starred values were filed as active, the others as inactive; ? = inconclusive; nt = no result given; & = joins results of further samples; [ ] = remark or other dose. Unless noted, the call rests on the fitted dose curve; in most records, active means well fitted curve in the direction sought with a large enough effect; inconclusive means small, poorly fitted or top-dose-only effect, or another doubt; inactive means no such curve, though single readings can be large; an effect the other way counts as inactive or inconclusive. Potency means the concentration at half of the fitted maximal effect. The list is partial; rates above refer to the full screens.

SMILES | Tau FP inhib | Tau fluor cs | HttQ103 aggreg | HTT cytoprotect | ALDH1A1 inh | SMN2 splice enh | Tau fibril ThT | JMJD2E inh
Cc1nc(CS(=O)c2ccc(Cl)cc2)cc(NCc2ccc(Cl)cc2Cl)n1 (stereo not given) | 8% | -18% | -19% | -9% | 1% | -16% | -17% | -5%
O=c1oc2c(CN3CCOCC3)c(O)ccc2c2c1CCC2 | 1% | 7% | 18%[9.22 µM] | -5%[0.074 µM] | ? | -10% | 0% | ?
O=C(O)c1cc(Cl)c(Cl)cc1C(=O)Nc1cccc2ncccc12 | 4% | -7% | 20% | 20%[10 µM] | 2% | -3% | ? | -2%
COc1ccc(-c2cnc3c(c2)CCC3(C#N)C#N)cc1 | -4% | 2% | 20% | -66%[inhibitor][10 µM] | ? | 10% | -13% | ?
FC(F)(F)c1nc(Oc2ccccc2)c2ccccc2n1 | -10% | -19% | 2% | 27%[10 µM] | -6% | -12% | -12% | 5%
CCN1C(=O)C2(C(C#N)=C(N)Oc3cc(C)oc(=O)c32)c2ccccc21 (stereo not given) | -2% | -1% | 3% | 30% | -2% | 4% | 3% | 9%
CC(/C=N/n1c(-c2ccc(C)cc2)n[nH]c1=S)=C\c1ccco1 | -4% | -21% | 14% | 17%[10 µM] | ? | 13% | -15% | -1%
Cc1nc2nc(C)c(NS(=O)(=O)c3ccc(F)cc3)c(=O)n2[nH]1 | 7% | 6% | nt | nt | nt | -6% | 3% | nt
Cc1cc(NC(=O)CCSc2nc(-c3ccco3)cc(C(F)(F)F)n2)n(-c2ccccc2)n1 | 7% | -20% | 11% | -7%[10 µM] | -14% | -24% | -12% | -22%
CC(C)(NO)/C(=N\O)c1ccccc1 | -4% | -11% | -9% | 13% | 3% | -4% | -8% | 1%
O=C(c1cnn2c(C(F)F)cc(-c3ccccc3)nc12)N1CCOCC1 | 4% | 0% | 10% | -6%[10 µM] | -5% | ? | -14% | ?
COc1cc(NC(=O)c2ccc(C)c([N+](=O)[O-])c2)ccc1NC(=O)c1ccco1 | ? | ? | 12% | -11% | 4% | nt | ? | 3%
COc1ccc(OC)c(C2Nc3nc4ccccc4n3C(C)=C2C(=O)Nc2ccc(C)cc2C)c1 (stereo not given) | 8% | -24% | -8% | -42%[inhibitor] | 3% | 7.9µM* | ? | ?
O=C(COc1nncc2ccccc12)NCC(F)(F)F | -5% | -6% | 21% | -22% | 7% | 0% | -1% | -1%
CCN(C(=O)Cn1c(=O)oc2cc(S(=O)(=O)N3CCOCC3)ccc21)c1ccccc1 | -3% | -23% | -15%[9.22 µM] | 3%[10 µM] | nt | nt | nt | 9%
Cn1cnnc1Sc1ccc(C(=O)OCC(=O)Nc2cc(Cl)cc(Cl)c2)cc1[N+](=O)[O-] | -4% | 13µM*[quencher] | 0% | 0%[10 µM] | 0% | 1% | ? | -1%
COc1cc(/C=C/C(=O)OCC(=O)Nc2ccc(C)cc2[N+](=O)[O-])ccc1O | 2% | -4% | 13% | 2%[10 µM] | -4% | 11% | -4% | 10%
O=C(CCCCCn1nnc2ccccc2c1=O)N[C@H](C(=O)O)c1ccccc1 | 6% | 0% | -12%[9.22 µM] | 3%[10 µM] | nt | nt | -7% | -22%
COc1ccc(SC[C@H](CC(C)C)N2CCN(C)CCC2=O)cc1 | -2% | 1% | 1%[9.22 µM] | -9%[10 µM] | nt | nt | -9% | 1%
CCCN1CCN(C(=O)Cn2ncc3c4ccccc4n(Cc4cccc(Cl)c4)c3c2=O)CC1 | -1% | -4% | nt | nt | nt | 17% | -3% | nt
Cc1cc2c(cc1C)N(Cc1ccccc1)C1=NCCCN12 | 9% | -4% | -3%[9.22 µM] | 12%[10 µM] | nt | nt | -5% | -1%
COc1ccc(NS(=O)(=O)c2cc(OCC(N)=O)c(C)cc2Cl)cc1 | -3% | 1% | -16% | -1%[10 µM] | 1% | -11% | -1% | -5%
O=[N+]([O-])c1cccc(NC2=NCCC2)c1 | 2% | 1% | 2% | 3%[10 µM] | 12% | 15% | -4% | 6%
CCc1nc2ccccc2n(CCOCCn2c(=O)c(CC)nc3ccccc32)c1=O | -7% | 0% | 11% | 1% | 0% | 2% | 9% | 6%
Cc1ccc(OC(=O)c2cccc(C(=O)Oc3ccc(C)cc3)n2)cc1 | 1% | 3% | 12% | -23% | 19% | 2% | -3% | -5%
CC(=O)c1ccc(Nc2nc3ccccc3nc2-n2nc(C)cc2C)cc1 | ? | ? | nt | nt | nt | 7% | 1% | nt
COCCNc1ccnc(-c2c(C)noc2C)n1 | -5% | -18% | nt | -4% | 12% | 9% | -12% | 15%
C=CCn1c(COc2ccc(Cl)cc2)nnc1SCC(=O)N1CC(=O)Nc2ccccc21 | 0% | -11% | 16% | -27%[10 µM] | 11% | -20% | -1% | 2%
O=C(COC(=O)c1cccc(Br)c1)NCCC1=CCCCC1 | 4% | -7% | 4% | -12% | -8% | 21% | -10% | 1%
COc1ccc(-n2c(C)cc(C(=O)CSc3ccc(NC(C)=O)cc3)c2C)cc1 | 0% | ? | 13µM* | -9%[10 µM] | -6% | -33%[inhibitor] | ? | 9%
Cn1c(=O)c2cn(-c3ccccc3)cc2n(C)c1=O | 0% | -6% | 1% | -1% | ? | -2% | -17% | -7%
Oc1[nH]c2ccc(Br)cc2c1N=NC(=S)Nc1ccc(F)cc1 | -3%[0.0958 µM] | 7%[0.0958 µM] | 20%[9.22 µM] | -24%[10 µM] | nt | nt | nt | -12%
Cc1ccnc2nc(C(=O)NCc3ccccc3)nn12 | -6% | 0% | -2% | -10% | 4% | 6% | -3% | -1%
CC(C)COc1cccc(C(=O)Nc2ccc(-c3nc4ncccc4o3)cc2)c1 | -8% | 4% | nt | nt | nt | 0% | ? | nt
CCOc1ccccc1N1CCN(C(=O)CC(C)(C)C)CC1 | 0% | -11% | -1% | -31% | -1% | 10% | -8% | 3%
CNc1c(N=Cc2cccnc2)c(=O)n(C)c(=O)n1C | -2% | 6% | 6% | nt | 0% | 0% | -10% | -10%

An excerpt from above in order of the HttQ103 aggreg value, largest number first:
compound | HttQ103 aggreg
Cn1c(=O)c2cn(-c3ccccc3)cc2n(C)c1=O | 1%
CCOc1ccccc1N1CCN(C(=O)CC(C)(C)C)CC1 | -1%
Cc1ccnc2nc(C(=O)NCc3ccccc3)nn12 | -2%

(list continues)
SMILES | Tau FP inhib | Tau fluor cs | HttQ103 aggreg | HTT cytoprotect | ALDH1A1 inh | SMN2 splice enh | Tau fibril ThT | JMJD2E inh
CC1=NN(c2ccccc2)C(=O)C1N=Nc1ccc(N)cc1 (stereo not given) | -11% | 16µM*[quencher] | -19% | -25%[10 µM] | ? | -43%[inhibitor] | 11µM* | 14µM*
CCCc1cc(=O)n2[nH]c(NCc3c(Cl)cccc3Cl)nc2n1 | 7% | 2% | -5% | -21%[0.074 µM] | -1% | 18% | -12% | ?
O=[N+]([O-])c1ccc2ccn(C3OCC(O)C(O)C3O)c2c1 (stereo not given) | 1% | 6% | 13%[9.22 µM] | 12%[10 µM] | 0% | 18% | 0% | 16%
CC1(C)NC(C)(C)c2nonc2/C1=N\O | 1% | 1% | 5% | 7% | 13µM* | -1% | -1% | 3%
O=C(NC1CCN(CC(=O)N(c2ccccc2)c2ccccc2)CC1)c1ccc([N+](=O)[O-])cc1 | 0% | -5% | -10%[9.22 µM] | -8%[10 µM] | ? | nt | -8% | -5%
O=C(C1CCCCC1)N1CCN(c2ccnc3cc(Cl)ccc23)CC1 | 11% | -7% | -28%[9.22 µM] | -30%[10 µM] | nt | nt | nt | -1%
CCOC(=O)C1CCN(S(=O)(=O)c2cc(Cl)c(C)cc2OC)CC1 | -1% | -8% | -3% | -1%[10 µM] | -6% | -2% | -4% | -5%
CCCn1c(CCC(=O)Nc2cccc(C)c2C)nc2cccnc21 | -6% | -14% | nt | nt | nt | -3% | 0% | nt
CCOCCOC(=O)COc1ccc2c(-c3ccccc3)cc(=O)oc2c1 | -4% | -3% | -12% | 29%[10 µM] | 18µM* | 4% | -1% | 1%
Cc1ccc2nc(NC(=O)c3nc(SCc4ccccc4F)ncc3Cl)sc2c1 | 6% | -5% | nt | nt | nt | -6% | 5% | nt
Cc1ccccc1-n1c(SCc2cc(=O)n3ccccc3n2)nc2[nH]ncc2c1=O | -14% | ? | -5% | -8% | ? | nt | -12% | -1%
Cc1c(Cl)cccc1N1CC(C(=O)Nc2nccs2)CC1=O (stereo not given) | 4% | -1% | 5% | 19% | -8% | 13% | -9% | 3%
O=C(COc1cccc(NC(=O)c2ccccc2)c1)c1ccccc1 | ? | -26% | -12%[9.22 µM] | 4%[10 µM] | 8% | nt | -15% | -18%
CCc1ccc(NC(=O)C2(C)Cc3ccccc3C(=O)O2)cc1 (stereo not given) | -2% | -9% | -6% | 30%[10 µM] | -2% | nt | -11% | 8%
Cc1ccc(-c2nc(NC(=O)CSc3ccc4ccccc4n3)ns2)cc1 | ? | -6%&-2% | -25% | nt | 4% | 4%&14% | -7%&-1% | -1%
COCCNC(=O)c1c(N)n(-c2cccc(C)c2)c2nc3ccccc3nc12 | ? | -25% | ? | -14% | ? | -16% | ? | ?
Cc1ccc(C(=O)N/C(=C\c2cccs2)C(=O)N2CCCCCC2)cc1 | 3% | -1% | 8% | -1% | -12% | -6% | -8% | 4%
CC1(c2ccc(OC(F)F)cc2)NC(=O)N(CC(=O)Nc2cccc(S(N)(=O)=O)c2)C1=O (stereo not given) | 0% | -1% | 9%[9.22 µM] | 24%[10 µM] | nt | nt | ? | 0%
CCc1ccc(C2c3[nH]c4ccccc4c3CCN2C(=O)c2cc[n+]([O-])cc2)cc1 (stereo not given) | -2% | -13% | -12%[9.22 µM] | -8%[10 µM] | nt | nt | -15% | -8%
CC(C)CC(=O)NC(=S)NNC(=O)c1cccc([N+](=O)[O-])c1 | -2% | -6% | 5% | 4%[10 µM] | ? | -63%[inhibitor] | -11% | -3%
CC(=O)NC(NC(=S)Nc1c(C)n(C)n(-c2ccccc2)c1=O)C(Cl)(Cl)Cl (stereo not given) | 4% | 7% | 22% | -6%[10 µM] | 0% | -4% | 3% | 3%
